# p-CIP stab down – p/CIP protein destabilization | hit rate 0.01% among 290,000 | F442A p/CIP-EGFP cells, EGFP fluorescence, 16 h | decrease of EGFP signal, % at 10 µM | Q05BA5;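 active means EGFP signal decrease of at least 30% at 10 µM or well 3 SD below plate mean, unless failing retest; inactive means the rest, including hits failing retest or dose response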; further: some compounds called inactive have numbers as strong as hits; many of its hits are not listed in these tables
# IDE cell inh – inhibitors of human insulin-degrading enzyme in cells. HEK cells, FAbetaB cleavage, fluorescence polarization. P14735. AID 434962. hit rate 0.41% among 320,000. inhibition, % at 5.59 µM;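 active means percent inhibition above the average of all tested compounds plus 3 SD, set per screening campaign, cut at about 16% in these data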;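 further: IDE supplied by intact live HEK cells; FP after avidin binding of uncleaved biotin substrate so inhibition keeps polarization high; 0% = DMSO wells and 100% = 60 µM reference IDE inhibitor Ii1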
# CRFBP-R2 block – antagonists of CRF-binding protein/CRF-R2 receptor complex; HEK293 CRF-R2/CRF-BP, CRF-induced calcium fluorescence; inhibition, % at 11.8 µM; hit rate 0.59% among 350,000;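 active means inhibition of the ligand-induced calcium signal above about 50% at the single tested concentration, limit read from the data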
# GalR3 antagonist – antagonists of human GalR3; O60755; HEK293 GalR3-CNG cAMP membrane potential fluorescence; galR3 body fused to GalR1 C-terminus; inhibition, % at 3 µM; hit rate 0.44% among 360,000;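 active means inhibition above the screen-wide average plus 3 SD, cut at about 13% in these data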;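 further: forskolin and galanin both at EC90 stimulate the cells; cAMP rise reported by CNG channel membrane potential dye signal; 0% = forskolin plus galanin with DMSO and 100% = forskolin alone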
# Target sequence (O60755 1-299 limits assumed): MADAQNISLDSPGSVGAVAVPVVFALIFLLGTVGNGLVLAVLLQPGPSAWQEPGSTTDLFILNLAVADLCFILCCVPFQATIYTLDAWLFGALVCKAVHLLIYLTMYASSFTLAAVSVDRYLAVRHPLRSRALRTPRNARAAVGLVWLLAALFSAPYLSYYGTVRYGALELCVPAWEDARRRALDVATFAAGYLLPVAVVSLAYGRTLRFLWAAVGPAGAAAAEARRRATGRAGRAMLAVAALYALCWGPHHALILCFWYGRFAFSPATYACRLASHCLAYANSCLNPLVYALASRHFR
# IMP-1 inhibitor – blocks Pseudomonas aeruginosa IMP-1 metallo-beta-lactamase | purified IMP-1, nitrocefin hydrolysis, epi-absorbance fluorescence | inhibition, % at 5.6 µM | hit rate 0.45% among 290,000 | AID 1556;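 active means inhibition above the mean plus 3 SD of all compounds in the same screening run, cut at about 4.5% in these data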;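 further: 0% = IMP-1 with DMSO and 100% = DMSO wells lacking enzyme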
#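 Test system: recombinant IMP-1 enzyme, purified / Medium: HEPES buffer pH 7.1 with ZnSO4 and Brij 35 / Doses: single dose, 5.6 µM / Times: 25 °C, 15 min preincubation, 25 min reaction / Detection: Epi-absorbance via hydrolysed-nitrocefin quenching of white-plate fluorescence, 480/530 nm, EDTA stop / Evaluation: percent inhibition from optical density relative to buffer-blank wells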
# VIM-2 inhibitor – inhibitors of Pseudomonas aeruginosa VIM-2 metallo-beta-lactamase; purified VIM-2, nitrocefin hydrolysis, epi-absorbance fluorescence; inhibition, % at 5.6 µM; hit rate 0.89% among 290,000; AID 1527;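 active means inhibition above the mean of all tested compounds plus 3 SD, cutoff set per screening run, cut at about 7.5% in these data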;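 further: red hydrolysis product quenches plate fluorescence so inhibitors raise well fluorescence; 0% = enzyme with DMSO and 100% = DMSO without enzyme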
# IDE cell activ – activators of human insulin-degrading enzyme in cells. P14735. HEK cells, FAbeta-B cleavage, fluorescence polarization; 0% vehicle, 100% cell-free pure enzyme wells. activation, % at 5.96 µM. hit rate 0.073% among 340,000. AID 493087;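 active means activation above the mean of all tested compounds plus 3 SD, set per screening campaign, cut at about 17% in these data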
# SUMO HTRF inh – SUMOylation inhibition; hit rate 0.36% among 290,000; inhibition, % at 35 µM; HTRF SUMOylation assay, SAE1/SAE2 + UBC9, in vitro; in the data active means inhibition above about 50%, passing the limit was not always enough; further: strong numbers were not always called active
# Target sequence (P63279 whole entry, looked up): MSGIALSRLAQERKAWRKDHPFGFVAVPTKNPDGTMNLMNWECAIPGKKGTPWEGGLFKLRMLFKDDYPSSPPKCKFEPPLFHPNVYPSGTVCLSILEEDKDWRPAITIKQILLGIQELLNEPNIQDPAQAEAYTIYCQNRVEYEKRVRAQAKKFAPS
# NS3 helicase inh – HCV NS3 helicase inhibition | NS3 helicase DNA unwinding, Cy5 molecular beacon fluorescence | inhibition, % at 10.9 µM | hit rate 0.56% among 290,000;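 active means inhibition above the mean of all tested compounds plus 3 SD, set per campaign, cut at about 35% in these data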;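 further: 0% = DMSO wells and 100% = thioflavine S control wells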
#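 Assay system: hepatitis C virus NS3 helicase domain fragment enzyme. Also added: annealed dual-labelled DNA beacon duplex, ATP-started. Timing: 1 h reaction at 25 °C, ATP-initiated. Technique: Cy5 fluorescence at 0 and 60 min, beacon hairpin quenching. Evaluation: % inhibition of unwinding. Replication: one well per compound.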
# The depositor's hits bear a star; x = not tested or not shown; & = joins results of further samples.
SMILES,p-CIP stab down,IDE cell inh,CRFBP-R2 block,GalR3 antagonist,IMP-1 inhibitor,VIM-2 inhibitor,IDE cell activ,SUMO HTRF inh,NS3 helicase inh
Cc1ccc(N(CC(=O)N2CCn3c2nc2ccccc23)S(=O)(=O)c2c(C)n[nH]c2C)cc1,4,0,-1,0,-2.6,-1.4,2,-25,-12
O=C(Cn1cnc2c(nnn2Cc2ccccc2F)c1=O)OCc1ccccc1,-27,-2,19,-7,-2.6,-0.9,0,23,-4
COc1ccccc1N(CC1CO1)S(=O)(=O)c1ccccc1 (centres undefined),2,-2,25,-3,-1.0,1.1,6,4,-9
COc1cc(OC)c(NC(=O)CC(=O)Nc2cc(Cl)c(OC)cc2OC)cc1Cl,-2,-1,7,-2,0.6,-0.1,5,-5,8
CCCOC(=O)c1ccc(NC(=O)/C=C/c2cccs2)cc1,-2,4,-38,-2,-0.1,-0.6,3,0,10
COc1ccc(OC)c(NC(=O)CCCc2ccccc2)c1,0,3,10,-11,-0.8,-1.3,-1,7,-7
COC(=O)CCC(=O)NC(=S)Nc1sc(C)c(C)c1C(N)=O,1,0,24,-2,-3.5,-2.8,5,4,8
CCOC(=O)c1c(N=CN(C)C)c2cc([N+](=O)[O-])cnc2n1C,-23,-1,-2,0,-3.9,-3.0,3,7,-19
Cc1cc(C)c2c(C)nn(-c3ccccc3)c2n1,-14,3,2,-2,-1.1,-3.4,-3,-4,14
Cc1cc(C)cc(NC(=S)NC(=O)Cc2ccccc2)c1,x,1,-12,-3,x,x,5,x,x
O=C(CN1C(=O)NC2(CCCCCC2)C1=O)Nc1ccccc1[N+](=O)[O-],x,2,-3,-5,x,x,0,x,x
Cc1cc(/C=C2\SC(=S)NC2=O)c(C)n1-c1ccc(O)cc1,-12,12,-13,5,-1.2,8.1*,-6,26,45*
O=C1C=C(c2ccccc2)OC2(CCCC2)O1,-19,3,24,-8,-3.5,-1.9,5,11,7
CC1(C)CN=c2s/c(=C\c3ccc(Cl)cc3)c(=O)n2C1,4,8,-51,-7,-2.0,-3.2,-22,-11,-54
C#Cc1cccc(NC(=O)c2ccc3c(c2)C(=O)N(Cc2cccnc2)C3=O)c1,-22,-1,-1,-2,-0.1,0.0,-2,4,2
CCCc1cc(=O)oc2cc(OCc3nn[nH]n3)ccc12,2,-6,7,-4,-2.1,4.1,0,16,12
C=CCNC(=O)c1ccc(-c2ccc([N+](=O)[O-])cc2)o1,-5,1,-4,-2,-3.5,-1.0,-4,0,6
Cc1ccc(C(=O)N2CCN(C3c4cccc5cccc(c45)C3NS(=O)(=O)c3ccccc3)CC2)cc1 (centres undefined),-8,3,-4,-4,-1.3,-2.2,5,-18,-10
CC(=O)C1C(c2ccc3ncccc3c2)NC(=O)NC1(O)C(F)(F)F (centres undefined),-5,5,-2,-7,-3.2,-0.2,-1,-4,4
CC(=O)c1cc(C(=O)Nc2ccc3ccccc3c2)c(C)o1,-8,0,4,-9,-2.6,0.7,5,21,5

# Quoted at random: 2 compounds from above.
SMILES,p-CIP stab down,IDE cell inh,CRFBP-R2 block,GalR3 antagonist,IMP-1 inhibitor,VIM-2 inhibitor,IDE cell activ,SUMO HTRF inh,NS3 helicase inh
CCOC(=O)c1c(N=CN(C)C)c2cc([N+](=O)[O-])cnc2n1C,-23,-1,-2,0,-3.9,-3.0,3,7,-19
CC1(C)CN=c2s/c(=C\c3ccc(Cl)cc3)c(=O)n2C1,4,8,-51,-7,-2.0,-3.2,-22,-11,-54

# The list goes on.
SMILES,p-CIP stab down,IDE cell inh,CRFBP-R2 block,GalR3 antagonist,IMP-1 inhibitor,VIM-2 inhibitor,IDE cell activ,SUMO HTRF inh,NS3 helicase inh
O=C(/C=C/c1ccccc1)N/C(=C\c1ccco1)C(=O)O,-4,3,1,-3,-2.4,-1.1,1,17,20
CC1=C(Nc2ccc(C(=O)O)cc2)C(=O)c2ccccc2C1=O,0,0,6,-11,-3.1,-0.2,5,-7,13
CCOC(=O)C1(Cc2ccccc2C(F)(F)F)CCN(C2CCN(C(C)C)CC2)CC1,-26,2,-9,-1,-3.8,-3.0,4,7,-45
CN(C(=S)Nc1ccc(Oc2ccccc2)cc1)c1ccc(O)cc1,-10,-3,-12,7,-2.8,-3.6,2,26,5
CC(c1nnnn1C1CCCCC1)N(Cc1ccccc1)Cc1cccnc1 (centres undefined),2,1,0,-3,-4.1,-0.1,1,-12,3
COc1cc(C(=O)NCCSc2ccc(F)cc2)cc(OC)c1OC,0,4,-9,-8,-2.7,-1.8,3,11,3
CCOC(=O)C1=C(C)NC2(O)c3ccccc3C(=O)C12O (centres undefined),-16,5,0,-4,-0.5,-2.2,1,6,-3
Cc1cc([N+](=O)[O-])nn1CC(=O)NCc1cccs1,-5,3,-1,0,-3.2,-4.5,2,18,-2
CCC(C)(NC(=O)Cc1c[nH]c2ccccc12)C(=O)NC1CCCCC1 (centres undefined),7,-4,12,1,-1.5,-3.3,-2,-5,-6
CCN1CCN(C(=S)NC(=O)c2cc(OC)c(OC)c(OC)c2)CC1,x,1,5,-4,x,x,1,x,x
CC1CC(=O)N(CC(=O)Nc2ccc3c(c2)OCCO3)c2ccccc2S1 (centres undefined),-8,4,5,-7,-3.8,-2.8,8,15,-2
Cc1ccc(-c2cc(C(=O)N/N=C/C=C/c3ccccc3)n[nH]2)s1,-16,6,-37,-4,-2.8,-3.9,0,1,-25
CN1CCN(CC#CC2(O)CCCCC2)CC1,-8,-1,13,-1,2.4,0.1,2,-1,3
COc1ccc(S(=O)(=O)N2CCN(C3CCCCCCC3)CC2)cc1,-3&1,8,4&-17,0&-1,-2.3&-4.8,-3.0&-1.8,2,-19&1,-16&5
COc1ccc(C(=O)N2CCN(CCc3ccccn3)CC2)cc1,-4,7,11,-7,-4.3,-0.9,-2,14,1
O=C(O)c1ccc(S(=O)(=O)NC2CC2)cc1,7,-4,-5,-2,-1.6,-1.5,2,-2,0
CCOCCOC(=O)c1[nH]c2c(c1C)C(=O)CC(c1cccs1)C2 (centres undefined),-7,-8,15,-2,-1.9,-2.1,8,1,8
C[C@H]1CN([C@@H](C)CO)C(=O)c2cccc(NC(=O)c3cnccn3)c2O[C@@H]1CN(C)C(=O)Nc1ccc2c(c1)OCO2,x,3,1,-5,x,x,2,x,x
NC(=O)c1cccc2cc3ccccc3cc12,-5,1,6,-5,-1.5,-0.8,-3,40,-6
O=C(NCCCN1CCOCC1)C1CCC(=O)N1CCc1ccccc1 (centres undefined),-5,1,10,2,-2.1,-1.8,-2,13,6
O=C(NCc1ccccc1Br)c1ccco1,4,2,-16,-5,-3.0,-1.6,7,-5,2
O=C(NC(=S)Nc1cnc2ccccc2c1)c1ccccc1,-17,2,-66,-10,-1.4,-4.5,3,6,1
N/C(=N\N=C\c1cccc([N+](=O)[O-])c1)c1nonc1N,-6,13,1,-3,-2.9,-2.9,x,-5,10
Cc1ccccc1NC(=S)N(CCN(C)C)C(C)c1cccnc1 (centres undefined),2,-2,-3,-2,0.0,0.5,3,19,7
COc1ccccc1C(=O)C1Nc2ccccc2-c2nnc(SC)nc2O1 (centres undefined),-1,-4,8,-4,-0.1,-1.1,3,12,-2
CCOc1ccc(NS(=O)(=O)c2cc(Cl)ccc2OC)cc1,15,6,17,-1,-6.0,-2.2,1,-3,-9
CN1CCN(C2=Cc3ccccc3Sc3cc(F)c(F)cc32)CC1,-6,4,-24,-13,1.0,-1.1,0,-7,-72
COc1ccc(C(=O)NC(=S)SCC(=O)O)cc1,-5,-6,-12,-4,-0.8,-1.5,-4,14,-1
N=c1n(CCOc2ccccc2)c2ccccc2n1CCN1CCOCC1,0,-1,1,1,-5.4,-0.2,-1,13,-5
CC(Sc1nc(-c2ccccc2)cc(C(F)(F)F)n1)C(=O)N1CCCC1 (centres undefined),4,-1,18,0,-1.5,-1.9,3,6,-2
CCOC(=O)N1CCN(c2c(NCCCN(C)c3ccccc3)c(=O)c2=O)CC1,0,-3,3,5,-1.2,3.2,0,2,-7
COC(=O)c1ccccc1NC(=O)Cc1ccccc1OC,-8,-5,11,-3,0.3,-0.1,0,-2,-3
O=C(CCCOC(=O)c1ccc(O)cc1)c1ccccc1,x,1,18,-2,x,x,2,x,x
C[C@H](NC(=O)c1nc[nH]c1C(=O)N1CCc2ccccc2C1)c1ccccc1,x,-5,-7,-2,x,x,3,x,x
Cc1nc(SCC(=O)NC2CCS(=O)(=O)C2)c2c(C)c(C)sc2n1 (centres undefined),x,2,2,5,x,x,3,x,x
Cc1nc2ccc(NC(=O)c3cc(S(=O)(=O)N4CCOCC4)ccc3C)cc2s1,-18,2,-3,-3,-1.8,-0.2,5,38,-1
CCOC(=O)N/N=C(\c1ccccc1)C(O)c1ccccc1 (centres undefined),-4,0,-8,-3,-2.3,0.1,0,4,8
O=C(Nc1ccc(CN2CCOCC2)cc1)c1cccs1,-5,1,-13,-6,-2.8,-3.6,-6,12,2
CCCCCn1c(=O)[nH]c2cc(C(=O)NCCCN3CCC(C)CC3)ccc2c1=O,-1,0,-11,-6,-3.8,1.6,3,30,-23
Cc1cc(=O)oc2cc(OC(C)C(=O)NC3CCCC3)ccc12 (centres undefined),0,1,4,-5,-0.6,0.4,0,10,0
Cc1ccc(C)c(S(=O)(=O)NCC(=O)NCc2ccco2)c1,-11,-1,4,-2,-2.5,-8.7,-4,2,5
CC(=O)N1CSCC1C(=O)NNS(=O)(=O)c1cccc(C(F)(F)F)c1 (centres undefined),1,-1,11,-6,-0.9,-0.2,0,6,-1
COc1ccccc1N1CCN(CCC(=O)Nc2cccc(Cl)c2)CC1,0,-2,-5,-9,-0.8,1.0,3,11,-10
COC(=O)C1=C(C(=O)OC)[C@@H]2N(Cc3ccccc3)c3ccccc3[C@@]23C[C@@H](C(=O)OC)N(C(=O)COCc2ccccc2)C3=N1,7,-2,14,x,x,x,-6,-7,x
COc1ccc(S(=O)(=O)NCc2ccncc2)cc1OC,3,1,17,-5,-2.8,-6.5,7,8,5
CCC(C)(C)NC(=O)C(c1ccc(C)cc1)N(CC1CCCO1)C(=O)CCC(=O)Nc1ccccn1 (centres undefined),7,5,-3,-8,-4.3,-1.9,0,0,3
O=C(O)C(C(O)c1ccccc1)[n+]1ccccc1 (centres undefined),x,-6,4,-5,x,x,-5,x,x
CCOC(=O)CSc1cn2c(n1)CCC2,-4,2,1,-8,-0.2,-3.5,3,10,-5
Cc1ccc(-n2nc3c(N4CCC(C(=O)NCCc5ccco5)CC4)nnc(C)c3c2C)cc1,-10,0,-3,5,0.2,4.3,1,x,-22
O=C(CSc1nnnn1C1CCCCC1)Nc1nc2c(s1)CCCC2,-93,-3,-5,-2,0.1,-0.4,2,9,-17
